From PubChem
S3 lipid droplet = qHTS Assay for Lipid Storage Modulators in Drosophila S3 Cells; Drosophila S3 cells, BODIPY lipid droplet fluorescence, 18-24 h; cells fed with added oleic acid; lipid storage change, negative = inhibition, % at the top dose, mostly 46.1 µM; hits show Potency in µM; hit rate 0.64% among 320,000; active = well fitted inhibition curve with a large enough effect in the signal ratio, with a control signal flat, not every such curve was filed as active; inconclusive = small, poorly fitted or top-dose-only effect, or effect the other way, or a change in a side signal; the % refers to the signal ratio
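Drosophila S3 cells loaded with oleic acid (400 uM, as added) and compounds at several concentrations; lipid droplets imaged by 488-nm laser-scanning cytometry, 500–530 nm intensity and object ratio to cell channel. Percent activity normalized to 20 uM Triacsin C.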
S3 lipid droplet cell count max = further read-out of S3 lipid droplet, marked with its call; cell number change, %; measured here: cell count max response;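 cells counted by Cell Tracker Red CMTPX staining in the red channel; peak over a dose series mostly up to 46.1 µM; percent activity relative to internal control wells on each plate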
Active calls of the source: *; i = inactive; u = inconclusive; x = not tested or not shown. % is set by controls: 0 for no effect and ±100 for the full control effect; potency is the fitted concentration of half-maximal effect.

Each structure is followed by: S3 lipid droplet cell count max	S3 lipid droplet
COc1nc2c(C)cccc2cc1-c1noc(-c2ccco2)n1
  x	u
Nc1nc(SCCO)[nH]c(=O)c1NC(=O)c1ccccc1F
  x	u
Cc1c(C(=O)N2CCOCC2)c(S(=O)(=O)Nc2cccc(F)c2)c(C)n1C
  x	i
CC1=Nc2ccccc2/C1=C\c1nc(-c2ccc(F)cc2)oc1O
  -8.5*	4.1µM*
COc1ccc(NC(=O)CNC(=O)c2ccco2)cc1
  -5	i
O=C(O)C1C2C=CC(O2)C1C(=O)NCCCn1ccnc1 (stereo unspecified)
  x	u
CCn1c(=O)c(-c2cc(=O)[nH][nH]2)c(O)c2ccccc21
  x	17%
COc1ccc(OC)c(NC(=O)Nc2cccc(Cn3cccn3)c2)c1
  x	u
CS(=O)(=O)N(CCc1ccccc1)CC(=O)Nc1ccc(Br)cc1F
  -16	i
CCOC(=O)Cc1csc(NS(=O)(=O)c2ccc(OC)cc2)n1
  7	6%
CCc1ccccc1NC(=O)c1ccccc1Sc1ccc([N+](=O)[O-])cc1Cl
  17	8%
C/C(Cl)=C\Cn1c(=O)c2c(nc3n2CCS3)n(C)c1=O
  x	u
CC(=O)c1ccc(NC(=O)CC23CC4CC(C2)CC(n2nnc(C)n2)(C4)C3)cc1
  x	1%
Cc1ccc(N(CC(=O)Nc2cc(C)ccc2C)S(C)(=O)=O)cc1
  x	u
Cc1ccc(N(Cc2cc3ccccc3[nH]c2=O)C(=O)c2ccco2)c(C)c1
  x	u
CCOc1ccc(C(=O)NC(=S)N(Cc2ccccc2)Cc2ccccc2)cc1
  x	u
CCn1c(SCC(=O)Nc2cc(C)on2)nc2c(c1=O)SCC2
  x	26%
COC(=O)c1cc(NC(=O)CSc2nnc(N)s2)ccc1Cl
  x	u
N#Cc1ccccc1S(=O)(=O)N1CCN(C(=O)c2ccc(-n3cncn3)c([N+](=O)[O-])c2)CC1
  x	u
C/C(=N\OC(=O)c1cccc(C(F)(F)F)c1)c1sc(-c2ccccc2)nc1C
  x	u
CC(C)(C)c1n[nH]c(=S)n(/N=C/c2cccs2)c1=O
  x	7%
CCN(CC)CC#CC(C)OCOCC#CCOC (stereo unspecified)
  x	u
Cc1ccc(/C=C/S(=O)(=O)NCCC(=O)NCc2ccc(F)cc2)cc1
  -6.9*	13µM*
Cc1cccn2cc(-c3ccc(S(=O)(=O)N4CCCCC4)cc3)nc12
  -13	4%
CC(=O)NCc1nc2ccccc2n1C(C)C
  -13	-5%
FC(F)Sc1ccc(NC(=S)NC2CCCC2)cc1
  x	u
Cc1nc(N(C)C)ncc1C(=O)O
  1	3%
CN1CCN(S(=O)(=O)c2ccc(Sc3nnnn3-c3ccccc3)c([N+](=O)[O-])c2)CC1
  x	u
C/C(CC(=O)Nc1ccccc1)=N\NC(=O)COc1ccc(C)cc1Br
  x	u
CNC(=O)N(O)C1N(NC(=O)Nc2cccc3ccccc23)C(=S)SC1(C)C (stereo unspecified)
  9	10%
CCc1ccc(NC(=O)Nc2cc(C(=O)O)ccc2N2CC3CC(C2)c2cccc(=O)n2C3)cc1 (stereo unspecified)
  -6	i
CCOc1ccc(C2C(C#N)=C(N)Oc3cc(C)oc(=O)c32)cc1 (stereo unspecified)
  -1	0%
COc1ccc(Nc2nc(N)nc(CN(C)C3CCCCC3)n2)cc1
  x	-1%
CCn1cc([N+](=O)[O-])c(C(=O)N2CCCC2)n1
  -10*	29µM*
CCn1nc(C)c(CNC(=O)c2cc(COc3ccc(F)cc3Cl)on2)c1C
  x	u
COC(=O)c1c(C)[nH]c(C(=O)/C=C/c2ccccc2F)c1C
  10	5%
CN1CCN(NS(=O)(=O)c2cccs2)CC1
  -6	1%
COc1ccc(Nc2cc(C)nc(NCc3ccccc3)n2)cc1
  x	u
COc1cc(-c2[nH]ncc2CN(C)Cc2cc(C)[nH]n2)cc(OC)c1OC
  7	1%
CC(C)CN1CCN(CC#Cc2ccccc2)CC1CCO (stereo unspecified)
  2	-12%

3 structures from above, ordered by number of heavy atoms, smallest number first.
Each structure is followed by: S3 lipid droplet cell count max	S3 lipid droplet
CC(C)CN1CCN(CC#Cc2ccccc2)CC1CCO (stereo unspecified)
  2	-12%
CCOc1ccc(C2C(C#N)=C(N)Oc3cc(C)oc(=O)c32)cc1 (stereo unspecified)
  -1	0%
CNC(=O)N(O)C1N(NC(=O)Nc2cccc3ccccc23)C(=S)SC1(C)C (stereo unspecified)
  9	10%

Additional results
Each structure is followed by: S3 lipid droplet cell count max	S3 lipid droplet
O=C(O)c1ccc2c(c1)OCCO2
  20	i
Cc1c(NC(=O)C(C)Sc2nc3ccccc3c(=O)n2CCO)c(=O)n(-c2ccccc2)n1C (stereo unspecified)
  x	u
COc1ccc(OC)c(-c2csc(NC(=O)C3c4ccccc4Oc4ccccc43)n2)c1
  -2	-8%
O=C(COC(=O)COc1ccc(Cl)cc1)Nc1ncc(Br)s1
  x	u
c1cnc2ncc3sccc3c2c1
  x	-5%
C=CCN(C(=O)Nc1ccc(F)cc1)C1CC(=O)N(c2ccc(OC)cc2)C1=O (stereo unspecified)
  x	i
N#CC1=C(N)OC2=C(CC/C2=C\c2ccccc2Cl)C1c1ccccc1Cl (stereo unspecified)
  x	u
COc1ccc(C(=O)OCCN2C(=O)c3ccccc3C2=O)cc1
  x	u
CC(C)C(=O)N1CCN(c2ccc(NC(=O)c3cccs3)cc2Cl)CC1
  x	u
CCSC1=N/C(=C/c2ccsc2)C(=O)N1c1ccccc1
  -9	1%
Cc1ccc(OCC(=O)NNC(=O)C2CCN(c3nc(C)cc(C)n3)CC2)cc1
  -3	7%
COc1ccc(OC)c(/C=N/c2oc(-c3ccco3)c(-c3ccco3)c2C#N)c1
  x	u
CC(C)c1ccc(NC(=S)Nc2cccc3ccccc23)cc1
  x	u
Cc1ccc(C)c(NC(=O)c2ccccc2NC(=O)C2CCCO2)c1 (stereo unspecified)
  x	u
O=C(COC(=O)c1cc(S(=O)(=O)N2CCOCC2)c(Cl)cc1Cl)c1ccc[nH]1
  x	u
Cc1ccccc1NC(=O)N1CCC(NC(=O)C2CCCCC2)CC1
  x	u
CN(Cc1ccccc1)Cc1c[nH]c2ccccc12
  -8	10%
O=C(CCc1ccccc1)Nc1ccccc1F
  x	u
Cc1ccccc1Nc1nnc(SCC(=O)c2cc3ccccc3o2)s1
  x	u
CC(OC(=O)c1ccc2c(c1)OCCO2)C(=O)c1ccccc1 (stereo unspecified)
  x	u

Given as a markdown table: entries from further up
| smiles | S3 lipid droplet cell count max | S3 lipid droplet |
| --- | --- | --- |
| Cc1ccc(C)c(NC(=O)c2ccccc2NC(=O)C2CCCO2)c1 (stereo unspecified) | x | u |
| O=C(COC(=O)c1cc(S(=O)(=O)N2CCOCC2)c(Cl)cc1Cl)c1ccc[nH]1 | x | u |
| Cc1ccccc1NC(=O)N1CCC(NC(=O)C2CCCCC2)CC1 | x | u |

More results:
Each structure is followed by: S3 lipid droplet cell count max	S3 lipid droplet
COc1cccc(C(=O)NCCS(=O)(=O)NCc2cccs2)c1
  x	i
Cc1nc(CN(C)C(=O)CC2C(=O)NCCN2Cc2ccc(F)cc2)cs1 (stereo unspecified)
  7	-18%
COc1cccc(NC(=O)Nc2cc(NC(=O)Nc3cccc(OC)c3)c(C)nc2C)c1
  x	u
CC/C(C)=C1\SC(N2CCN(c3cccc(C(F)(F)F)c3)CC2)=NC1=O
  27	-1%
CC(C)[C@H](NC(=O)Nc1cccc(C(F)(F)F)c1)C(=O)O
  x	u
O=C(CN1C(=O)NC2(CCCCC2)C1=O)N1CCN(S(=O)(=O)c2ccc(Cl)s2)CC1
  x	u
CC(C)(C)c1ccc(-c2nnc(N)o2)cc1
  4	15%
CCC1CCCCN1CCCNC(=O)CCC(=O)N1CCOc2ccccc21 (stereo unspecified)
  11	-29%
Cc1ccc(NC(=O)c2cnc3ccccc3n2)cc1C
  x	u
COc1cc2cc(Oc3ccc4ccc(=O)oc4c3)c(=O)oc2cc1O
  -24	4%
O=C(Nc1ccc(F)cc1)c1sc2cc(C(F)(F)F)cnc2c1-c1cccs1
  x	u
Nc1cccc(O)c1
  x	u
CCC(C)NC(=O)C1CCN(S(=O)(=O)c2ccc(-n3cnnn3)cc2)CC1 (stereo unspecified)
  x	u
O=C1Nc2ccccc2S/C1=C\C(=O)N1CCCC1
  x	u
Cc1ccc(NC(=O)c2ccc(Cl)c(S(=O)(=O)N3CCCCCC3)c2)nc1
  x	u
COc1ccc(OC)c(N2C(=O)CC(Cc3cc(C)cc(C)c3)C2=O)c1 (stereo unspecified)
  -3	9%
COc1ccccc1CNC(=O)C(NS(=O)(=O)c1ccc2c(c1)OCCO2)C(C)C (stereo unspecified)
  x	u
C/C(CC(=O)N(C(C)C)C(C)C)=N\NC(=O)c1ccccc1Br
  -3	-9%
CCC(C)NS(=O)(=O)c1ccc(OCC(=O)N2CCCC2)cc1 (stereo unspecified)
  x	u
CCC(C)c1ccc(C(C)NC(=S)NC2CCCCC2)cc1 (stereo unspecified)
  x	u
Fc1ccc(-c2ccnc3nc(N4CCN(c5ccccc5)CC4)nn23)cc1
  x	u
Cc1cc(NC(=O)CCCn2nc(C)c([N+](=O)[O-])c2C)no1
  x	u
CC1(C2CC2)NC(=O)NC1=O (stereo unspecified)
  x	u
Cc1cc(C)cc(-n2c(C)nc3cc(C(=O)O)ccc32)c1
  30	-4%
CCCCCC(=O)NC(NC(=S)NC1CCS(=O)(=O)C1)C(Cl)(Cl)Cl (stereo unspecified)
  x	-8%
CCc1cc2c(cc3c(=O)n(CC(=O)NCCCN4CC(C)CC(C)C4)ncn32)s1 (stereo unspecified)
  x	u
Cc1cccc(OCC(=O)N(Cc2ccco2)C2CCS(=O)(=O)C2)c1 (stereo unspecified)
  x	u
O=C(Oc1coc(CSc2nnc(NC(=O)C3CC3)s2)cc1=O)c1ccccc1
  8	5%
O=[n+]1c2c(n([O-])c3ccccc31)CCCC2
  x	u
COc1cc(/C=C(\C#N)C(=O)c2c(C)[nH]c3ccccc23)cc(OC)c1OC
  7	5%
CCCNC(=O)NC(=O)CSc1ccc2c(c1)OCCO2
  x	i
Cc1ccc(S(=O)(=O)N2CCCOC2CNC(=O)C(=O)NCCCn2ccnc2)cc1 (stereo unspecified)
  x	u
O=C(CSc1nnc(CN2CCOCC2)n1-c1ccccc1)Nc1ccc(Cl)cc1
  -19	-4%
COC(=O)c1c(C)oc(C)c1S(=O)(=O)N1CCCCC1
  16	-3%
COCCNC(=O)CN1N=C(c2ccc(OC)cc2)CCC1=O
  -22	1%
Cc1cccc(/C=N/NC(=O)C[n+]2ccccc2)c1
  6	8%
CC(O)CCc1nc2ccc(C(=O)O)cc2[nH]1 (stereo unspecified)
  3	-7%
Cc1nnc(-c2cccc(Br)c2)c2cn(-c3ccccc3Cl)nc12
  x	u
Cc1ccc(S(=O)(=O)N2CCCC(C(=O)O)C2)s1 (stereo unspecified)
  x	u
CCOC(=O)CSc1ncc(OC)c(Sc2ccc(Cl)cc2)n1
  4	7%
Cn1c(=O)c(=O)n(C)c2cc(S(=O)(=O)CCC(=O)N3CCCCC3)ccc21
  x	u
Cc1ccccc1OCC(=O)N1N=C(C(F)(F)F)CC1(O)C(C)(C)C (stereo unspecified)
  x	u
Oc1cccc(C2c3[nH]c4ccccc4c3CCN2Cc2cnn(-c3ccccc3)c2)c1 (stereo unspecified)
  2	-9%
N#Cc1cc2cc3c(cc2nc1SCC(=O)N1CCOCC1)OCO3
  8	i
Cc1ccc(S(=O)(=O)NC(=O)c2ccc(-c3ccc(-c4ccccc4)cc3)o2)c(C)c1
  17	23%
Cc1cc(C)c(NC(=O)C(C)c2cccc(C(=O)c3ccccc3)c2)c(C)c1 (stereo unspecified)
  2	-8%
Cn1c2ccccc2c(=O)c2c(=O)n(C3CCCCC3)c(-c3ccco3)nc21
  -13	-4%
COc1cc(C2C3C(=O)N(Cc4ccccc4)C(=O)C3ON2c2ccccc2)cc(OC)c1OC (stereo unspecified)
  x	u
Cc1cc(C)n(C2CCCCC2OC(=O)c2ccccc2F)n1 (stereo unspecified)
  -14	-2%
COc1ccc(C)cc1NC(=O)c1ccc(NS(=O)(=O)c2cccc3cccnc23)cc1
  1	1%
CCc1c(O)nc(SCc2nc3ccccc3c(=O)[nH]2)[nH]c1=O
  -8	-1%
COc1cccc(C(=O)NCCOc2cc(C)cc(C)c2)c1
  0	-12%
CC(=O)C1=C(O)C(=O)N(c2nccs2)C1c1ccccc1F (stereo unspecified)
  x	9%
COc1ccccc1N1CCN(C(c2ccc(Cl)cc2)c2nnnn2C(C)(C)C)CC1 (stereo unspecified)
  x	u
O=S(=O)([N-]c1nc2ccccc2nc1-[n+]1ccccc1)c1ccccc1
  8	1%

Shown with each value named: part of the list above
> COc1ccc(Nc2cc(C)nc(NCc3ccccc3)n2)cc1
  S3 lipid droplet cell count max: x
  S3 lipid droplet: u
> COc1cc(-c2[nH]ncc2CN(C)Cc2cc(C)[nH]n2)cc(OC)c1OC
  S3 lipid droplet cell count max: 7
  S3 lipid droplet: 1%
> CC(C)CN1CCN(CC#Cc2ccccc2)CC1CCO (stereo unspecified)
  S3 lipid droplet cell count max: 2
  S3 lipid droplet: -12%
> O=C(O)c1ccc2c(c1)OCCO2
  S3 lipid droplet cell count max: 20
  S3 lipid droplet: i

A portion of the library; the hit share may differ from the screen's.
